# KCNK3 inh: human KCNK3 channel inhibition, primary screen; O14649; CHO-KCNK3 thallium flux, FluxOR fluorescence; stronger effect = lower value; B-score at 10 µM; 340,000 tested, 0.84% active;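 active means B-score under library mean minus 4 SD, starting fluorescence ratio at most library mean plus 5 SD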;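 further: more negative B-score means stronger inhibition of thallium flux through KCNK3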
# Target sequence (O14649 whole entry, looked up): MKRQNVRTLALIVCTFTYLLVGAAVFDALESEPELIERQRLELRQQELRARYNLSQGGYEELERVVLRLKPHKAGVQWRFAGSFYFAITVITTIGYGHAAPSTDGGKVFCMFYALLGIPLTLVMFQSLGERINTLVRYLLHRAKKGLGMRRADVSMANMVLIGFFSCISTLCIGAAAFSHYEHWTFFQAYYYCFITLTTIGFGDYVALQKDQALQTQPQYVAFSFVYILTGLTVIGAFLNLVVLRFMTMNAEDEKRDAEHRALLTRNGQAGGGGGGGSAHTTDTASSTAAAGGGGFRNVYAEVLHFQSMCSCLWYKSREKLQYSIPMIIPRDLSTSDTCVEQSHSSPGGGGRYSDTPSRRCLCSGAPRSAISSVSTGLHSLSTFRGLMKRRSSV
# Numbers without * were called inactive; i = inactive. Not all compounds are listed; rates above refer to the full screens.
SMILES,KCNK3 inh
O=c1ccn([C@@H]2O[C@H](CNCc3ccc(-n4cccn4)cc3)[C@@H](O)[C@H]2O)c(=O)[nH]1,i
COC(=O)[C@@]1(C)[C@H]2C(=O)N(C)C(=O)[C@H]2[C@H]2CN=C(SC)N21,i
CON(C)C(=O)/C=C/c1ccc([B-](F)(F)F)cc1,i
Cc1nn(-c2ccc(Cl)cn2)c2c1C(=O)CC(C)(C)C2Br (configuration not stated),i
CCN(CC)C(=O)[C@H]1C[C@H](CC(=O)NCCCOC)C(=O)N2CCc3c([nH]c4cc(CCC(=O)N(C)C)ccc34)[C@]12C,i
COCCCNC(=O)Cn1cnc(C(=O)Nc2ccc(C)c(C)c2)n1,i
COc1ccc(-c2sc3cc4c(cc3c2-c2ccc(OCCN3CCOCC3)cc2)OCO4)cc1,i
COC(=O)c1ccc(CNC(=O)Cn2cnc3c(NCc4ccccc4)ncnc32)cc1,i
C[C@@H]1[C@H]2[C@@H]3CC[C@@H](C3)[C@H]2CN[C@H]1c1cn(Cc2ccccc2)c2ccccc12,i
COC(=O)[C@]1(C)N[C@H](CN(C)C(=O)C2CCCCC2)[C@@H]2C(=O)N(Cc3ccccc3)C(=O)[C@@H]21,i
COC(=O)[C@]1(Cc2ccccc2)N[C@H](CN(C)C(=O)Nc2ccc(Cl)cc2)[C@@H]2C(=O)N(C)C(=O)[C@@H]21,i
C[C@H](O)[C@@H]1C(=O)N2CCc3ccc(-c4ccccc4)cc3[C@@H]2C[C@@H]1N(C)C(=O)NC1CCCCC1,i

# Molecules above with nitrogen in an aromatic ring, in the order listed:
SMILES,KCNK3 inh
O=c1ccn([C@@H]2O[C@H](CNCc3ccc(-n4cccn4)cc3)[C@@H](O)[C@H]2O)c(=O)[nH]1,i
Cc1nn(-c2ccc(Cl)cn2)c2c1C(=O)CC(C)(C)C2Br (configuration not stated),i
CCN(CC)C(=O)[C@H]1C[C@H](CC(=O)NCCCOC)C(=O)N2CCc3c([nH]c4cc(CCC(=O)N(C)C)ccc34)[C@]12C,i
COCCCNC(=O)Cn1cnc(C(=O)Nc2ccc(C)c(C)c2)n1,i
COC(=O)c1ccc(CNC(=O)Cn2cnc3c(NCc4ccccc4)ncnc32)cc1,i
C[C@@H]1[C@H]2[C@@H]3CC[C@@H](C3)[C@H]2CN[C@H]1c1cn(Cc2ccccc2)c2ccccc12,i

# (cont.)
SMILES,KCNK3 inh
CN(CCc1ccccc1)C(=O)c1ccc(NC(=O)Cc2ccc(NC(=O)C3CCCN(S(=O)(=O)c4cccc([N+](=O)[O-])c4)C3)cc2)cc1 (configuration not stated),i
O=C(NCc1ccccc1)c1cccc(NC(=O)C2CCCC2)c1,i
COC(=O)[C@]1(C)N[C@H](CN(C)C(=O)c2ccc(C(C)(C)C)cc2)[C@@H]2C(=O)N(C)C(=O)[C@@H]21,i
CNc1snc(C)c1C(=O)OCC(=O)N(C)c1ccccc1,i
CCCCC[C@@H](/C=C/C1C(=O)C=C[C@H]1C/C=C\CCCC(=O)O)OC(C)=O (some centres not stated),i
C=CCCC(=O)N1C[C@H]2CON(C)[C@H]2C[C@H]1c1cccc(Br)c1,i
C/C=C1\NC(=O)[C@H](C)NC(=O)[C@@H](NC(=O)[C@@H](Cc2ccc(O)cc2)NC(=O)[C@@H](NC(=O)/C(C)=C/C)C(C)C)[C@@H](C)OC(=O)[C@H](CCCCc2ccc(O)cc2)NC(=O)[C@@H](CCC(=O)O)NC1=O,i
CC[C@]12c3[nH]c4cc(-c5ccco5)ccc4c3CCN1C(=O)[C@@H](CC(=O)NCc1ccc(OC)c(OC)c1)C[C@@H]2C(=O)N1CCN(C(=O)C2CC2)CC1,i
CCN(CC)C(=O)c1cccc(NC(=O)C2=COCCO2)c1,i
CCCCN([C@H](CO)C(C)C)S(=O)(=O)c1ccccc1Br,i
CC(C)=CCC/C(C)=C/CNC(=O)C[C@H]1C[C@H](C(=O)N(C(C)C)C(C)C)[C@@]2(C)c3[nH]c4ccc(Cl)cc4c3CCN2C1=O,i
CN(C(=O)c1cccc(NC(=O)Cc2ccc(NC(=O)C3CCCN(C(=O)C4CCC4)C3)cc2)c1)C1CCCC1 (configuration not stated),i

# 2 of the compounds above, with the structure last:
KCNK3 inh | smiles
i | CCCCC[C@@H](/C=C/C1C(=O)C=C[C@H]1C/C=C\CCCC(=O)O)OC(C)=O (some centres not stated)
i | C=CCCC(=O)N1C[C@H]2CON(C)[C@H]2C[C@H]1c1cccc(Br)c1

# (further entries)
SMILES,KCNK3 inh
Cc1ccc(S(=O)(=O)N2[C@@H](c3cccc4ccccc34)C(C(=O)O)=C[C@H]2C(C)(C)C)cc1,i
CCOC(=O)C1=C(C)N(C[C@@H]2CC[C@@H](Cc3ccc(-c4ccccc4)cc3)O2)C(=O)NC1c1ccc(-c2ccccc2)cc1 (some centres not stated),i
C[C@]12c3[nH]c4cc(-c5ccco5)ccc4c3CCN1C(=O)[C@@H](CC(=O)NCCN1CCOCC1)C[C@@H]2C(=O)N1CCOCC1,i
COc1ccc2[nH]c3c(c2c1)CCN1C(=O)C(CC(=O)NCCCN(C)C)C[C@H](C(=O)N2CCCCC2)[C@@]31C (some centres not stated),i
COc1ccc(CCCN2CCC(CN3C(=S)NC[C@@H]3Cc3ccccc3)CC2)cc1OC,i
CN(C(=O)c1ccc(NC(=O)Cc2cccc(NC(=O)C3CCCN(S(=O)(=O)c4cccc([N+](=O)[O-])c4)C3)c2)cc1)C1CC1 (configuration not stated),i
CN(C)C(=O)CCc1ccc2c3c([nH]c2c1)[C@]1(C)[C@@H](C(=O)N2CCOCC2)C[C@H](CC(=O)NCCC2=CCCCC2)C(=O)N1CC3,i
CN[C@@H](C)C(=O)NC[C@H]1O[C@@H](n2cnc3c(N)ncnc32)[C@H](O)[C@@H]1O,i
C[C@H](CO)N1C[C@H](C)[C@@H](CN(C)C(=O)Nc2ccc(C(F)(F)F)cc2)Oc2ccc(NC(=O)NC3CCCCC3)cc2C1=O,i
CC[C@]12c3[nH]c4ccc(OC)cc4c3CCN1C(=O)C(CC(=O)NCCC1=CCCCC1)C[C@@H]2C(=O)N1CCN(C(=O)C2CC2)CC1 (some centres not stated),i
O=C(C[C@@H]1C/C=C\C[C@@H](NC(=O)OCC2c3ccccc3-c3ccccc32)C(=O)OCCNC1=O)N[C@@H](CO)Cc1ccccc1,i
CN(C(=O)c1cccc(NC(=O)Cc2cccc(NC(=O)C3CCCN(C(=O)c4ccccc4)C3)c2)c1)C1CC1 (configuration not stated),i
CC(C)(C)S(=O)N1Cc2ccc(CO)cc2[C@H]1CCO (some centres not stated),i
O=S(=O)(NC(CO)Cc1ccccc1)c1ccc(Br)cc1F (configuration not stated),i
C=CCC[C@@H](Cc1ccc(F)cc1)C(=O)OC[C@@H](Cc1c[nH]c2ccccc12)NC(=O)[C@@H](CC=C)CC(=O)N[C@@H](CO)Cc1ccccc1,i
Cn1c2cc(Br)sc2c2cnn(Cc3c(F)cccc3Cl)c(=O)c21,i
CC[C@]1(C(=O)OC)[C@H]2C(=O)N(C)C(=O)[C@H]2[C@H]2CN(C)C(=NC3CCCCC3)N21,i
CC(C)C[C@@H](CO)NS(=O)(=O)c1c(F)cccc1F,i
CC(C)C[C@@H]1CN=C(N)N1C[C@@H]1CCCN1C[C@@H](C(C)C)N1C[C@@H](Cc2ccccc2)N(CCc2ccc(Cl)c(Cl)c2)C1=N,i
CN(CCc1ccccc1)C(=O)c1cccc(NC(=O)Cc2cccc(NC(=O)C3CCCN(C(=O)C4CC4)C3)c2)c1 (configuration not stated),i
CCN(C[C@H]1N[C@@](Cc2ccccc2)(C(=O)OC)[C@H]2C(=O)N(Cc3ccccc3)C(=O)[C@@H]12)C(=O)Nc1ccc(C(F)(F)F)cc1,i
Cc1cc(C)c(CN2CCN(CCCn3ccc(NC(=O)OCc4ccccc4)nc3=O)CC2)c(C)c1,i
COc1ccc(-c2noc(CCCC(=O)N3CCN(c4cc(C)ccc4C)CC3)n2)cc1,-8.8*
CC(C)=CCC/C(C)=C/CNC(=O)CC1C[C@H](C(=O)N(C(C)C)C(C)C)[C@@]2(C)c3[nH]c4ccccc4c3CCN2C1=O (some centres not stated),i
O=C(C[C@@H]1C/C=C\C[C@H](Cc2ccc(F)cc2)C(=O)OC[C@H]2CCCN2C1=O)NCCO,i
NC(=O)c1ncn([C@@H]2O[C@H](CNCc3ccc(OCC(=O)Nc4nccs4)cc3)[C@@H](O)[C@H]2O)n1,i
CC(C)N(C(=O)[C@H]1C[C@H](CC(=O)NCCN2CCOCC2)C(=O)N2CCc3c([nH]c4ccc(Cl)cc34)[C@]12C)C(C)C,i
Cc1ccc2nc(-c3ccccc3)cc(C(=O)N3CCN(S(=O)(=O)c4c(C)noc4C)CC3)c2c1,i
CCN(C[C@H]1N[C@@](Cc2ccccc2)(C(=O)OC)[C@H]2C(=O)N(C)C(=O)[C@@H]12)S(=O)(=O)c1ccc(-c2ccccc2)cc1,i
CC(C)(C)OC(=O)N(Cc1ccccc1)Cc1ccccc1OCc1cccc(NC(=O)c2ccccc2)c1,i
CC(C)N(C(=O)[C@H]1C[C@H](CC(=O)NCCc2ccccn2)C(=O)N2CCc3c([nH]c4cc(CCC(=O)N(C)C)ccc34)[C@]12C)C(C)C,i
O=C(/C=C/c1ccccc1)Nc1cccc(C(=O)N2CCCC2)c1,i
O=C1N[C@@H](Cc2c[nH]c3ccccc23)COC(=O)[C@@H](Cc2ccc(F)cc2)CC/C=C/C[C@@H]1CC(=O)N(CCO)Cc1ccccc1,i
C[C@]12c3[nH]c4ccc(Cl)cc4c3CCN1C(=O)[C@@H](CC(=O)NCc1ccco1)C[C@@H]2C(=O)N1CCOCC1,i
COc1ccc(-c2noc(CCC(=O)N3CCN(c4ccc(Br)cc4)CC3)n2)cc1,i
CN(Cc1ccccc1)C(=O)c1cccc(NC(=O)Cc2cccc(NC(=O)C3CCN(C(=O)C4CCC4)CC3)c2)c1,i
Cc1ccc(S(=O)(=O)N2C[C@@H]3CCCC[C@@H]3[C@@H](C)[C@H]2c2cn(Cc3ccccc3)c3ccc(F)cc23)cc1,i
COc1cc2c(c(OC)c1OC)C(c1ccc(O)cc1)CC(=O)O2 (configuration not stated),i
COc1ccc(CN(CC(O)COCc2ccccc2)S(=O)(=O)c2ccccc2Br)cc1 (configuration not stated),i
COC(=O)[C@]1(Cc2ccccc2)N[C@H](CN(C)C(=O)c2ccc(F)cc2)[C@@H]2C(=O)N(C)C(=O)[C@@H]21,i
COC(=O)[C@@H](Cc1c[nH]c2ccccc12)NCc1cccc(B(O)O)c1,i
COc1ccc2[nH]c3c(c2c1)CCN1C(=O)C(CC(=O)NCc2ccco2)C[C@H](C(=O)N(C(C)C)C(C)C)[C@@]31C (some centres not stated),i
C[C@@H]1CN(S(=O)C(C)(C)C)[C@@H](CCO)/C1=C\c1ccccc1 (some centres not stated),i
CC[C@]12c3[nH]c4cc(-c5ccco5)ccc4c3CCN1C(=O)[C@@H](CC(=O)NCCN1CCOCC1)C[C@@H]2C(=O)N1CCN(C(=O)C2CC2)CC1,i
COc1cccc([C@@H]2CC=C(C(=O)O)[C@H](c3ccc(C)cc3)N2S(=O)(=O)c2ccc(C)cc2)c1,i
CC(C)(C)C(=O)N1CCC2CC1c1cc(Cl)ccc12 (configuration not stated),i
COc1ccc2c(c1)[C@H]1[C@H](CO2)[C@H](c2ccccc2)[C@@]2(C)C(=O)N[C@H](C)C(=O)N12,i
CCN(C[C@H]1N[C@@](C)(C(=O)OC)[C@H]2C(=O)N(C)C(=O)[C@@H]12)S(=O)(=O)c1ccc(-c2ccccc2)cc1,i

# With a hit mark in KCNK3 inh, among the entries above:
SMILES,KCNK3 inh
COc1ccc(-c2noc(CCCC(=O)N3CCN(c4cc(C)ccc4C)CC3)n2)cc1,-8.8*

# Later entries.
SMILES,KCNK3 inh
CC(C)C[C@@H](CNCC(=O)[C@H](CC(C)C)NC(=O)c1[nH]cnc1C(=O)N[C@@H](C)CN)NC(=O)c1nc[nH]c1C(=O)N[C@@H](CC(C)C)C(=O)O,i
CCOC(=O)CC[C@H](NC(=O)Cn1cnc2c(NCc3ccccc3)ncnc21)C(=O)OCC,i
O=C(N[C@@H]1c2ccccc2CC[C@@H]1OCc1ccccc1)c1ccc(-c2ccccc2)cc1,i
C[C@H](CO)N1C[C@H](C)[C@@H](CN(C)S(=O)(=O)c2ccc(F)cc2)Oc2c(NS(=O)(=O)c3ccccc3)cccc2C1=O,i
CC(C)NC(=O)Nc1cccc2c1O[C@H](CN(C)S(=O)(=O)c1ccc(F)cc1)[C@@H](C)CN([C@H](C)CO)C2=O,i
CCN(CC(=O)Nc1ccc2c(c1)OCCO2)C(=O)c1ccc([N+](=O)[O-])s1,i
CC(C)C[C@@H](CN)NC(=O)c1nc[nH]c1C(=O)N[C@@H](C)C(=O)CNC[C@H](C)NC(=O)c1nc[nH]c1C(=O)N[C@@H](Cc1ccccc1)C(=O)O,i
COc1cc(OC)cc(C(=O)NC(C(=O)Nc2ccc3c(c2)OCO3)C(C)C)c1 (configuration not stated),i
O=S(=O)(c1ccc(Br)cc1F)N1CCCCC1CCO (configuration not stated),i
NC(=O)CSc1nnc(COc2ccccc2)n1C1CCCCC1,i
COc1ccc(-c2ccc3c(c2)C2CC3CCN2)cc1 (configuration not stated),i
COCCCNC(=O)CC1C[C@H](C(=O)N2CCOCC2)[C@@]2(C)c3[nH]c4ccccc4c3CCN2C1=O (some centres not stated),i
COc1ccc(NC(=O)NC[C@@H]2CC[C@@H](Cc3ccc(-c4ccccc4)cc3)O2)cc1,i
CN(C(=O)c1ccc(NC(=O)Cc2cccc(NC(=O)C3CCN(C(=O)c4ccccc4)CC3)c2)cc1)C1CC1,i
